POLB inh: DNA polymerase beta (human) inhibition. P06746. Pol beta primer extension/strand displacement, fluorescence kinetic. Potency, µM (series often up to 114 µM), for the others: at the highest dose activity change, negative = inhibition, actives largely listed as inhibitors. 1.3% of 340,000 active. AID 485314; also: potency is read from the fitted curve at half-maximal effect; % is scaled to controls: 0 for no effect and ±100 for the full control effect
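Curves were derived by four-parameter Hill fits of normalized qHTS data. The kinetic fluorescent primer-extension read was taken at 0 and 10 min after 50 nM substrate, following a 15 min room-temperature preincubation of 10 nM enzyme with compounds.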
POLH inh: DNA polymerase eta (human) inhibition; AID 588591; recombinant Pol eta, fluorescent DNA replication assay; 1.2% of 390,000 active; Potency, µM (titrated, usually from 114 µM), without a hit: top-dose activity change, negative = inhibition, hits mostly inhibitors; also: potency is read from the fitted curve at half-maximal effect; % is scaled to controls: 0 for no effect and ±100 for the full control effect
Target sequence (Q9Y253 whole entry, looked up): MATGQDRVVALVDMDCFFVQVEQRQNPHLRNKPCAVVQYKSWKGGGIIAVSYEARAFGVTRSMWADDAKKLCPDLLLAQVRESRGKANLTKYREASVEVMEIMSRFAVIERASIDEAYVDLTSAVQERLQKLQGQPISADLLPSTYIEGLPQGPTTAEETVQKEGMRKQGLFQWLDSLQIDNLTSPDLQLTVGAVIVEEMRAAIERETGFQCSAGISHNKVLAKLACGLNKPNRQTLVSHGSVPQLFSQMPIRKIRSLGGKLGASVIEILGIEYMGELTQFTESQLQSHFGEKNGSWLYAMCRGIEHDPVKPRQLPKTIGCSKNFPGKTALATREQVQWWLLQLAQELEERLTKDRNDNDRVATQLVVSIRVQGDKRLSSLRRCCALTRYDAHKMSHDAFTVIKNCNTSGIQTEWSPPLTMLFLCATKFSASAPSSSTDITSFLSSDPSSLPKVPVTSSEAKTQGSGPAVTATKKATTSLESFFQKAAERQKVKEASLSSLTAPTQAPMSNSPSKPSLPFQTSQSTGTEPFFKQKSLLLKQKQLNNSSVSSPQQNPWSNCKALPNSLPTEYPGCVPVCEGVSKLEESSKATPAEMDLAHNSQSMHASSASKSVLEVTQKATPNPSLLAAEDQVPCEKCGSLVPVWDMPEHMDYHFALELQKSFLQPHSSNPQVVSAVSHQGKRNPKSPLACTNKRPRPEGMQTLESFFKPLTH
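Pol eta (10 nM) was preincubated with compounds for 15 min at room temperature, after which fluorescent replication substrate (50 nM final) was added to start the reaction. Fluorescence was read kinetically at 0 and 10 min.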
APEX1 inh: blocks human APE1 abasic DNA cleavage | recombinant APE1, TAMRA/BHQ-2 abasic DNA cleavage fluorescence | Potency, µM (doses to about 65.8 µM), for inactives: top-dose activity change, negative = inhibition, hits mostly inhibitors | 0.35% of 350,000 active | AID 2517;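 also: potency is read from the fitted curve at half-maximal effect; plate controls were vehicle for no effect and reference inhibitor for full effect; nearly all actives have a fitted effect of over 55% in size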
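Substrate: short duplex with […] THF abasic site, 5'-TAMRA and 3'-BHQ-2, 50 nM final. APE1 at 0.75 nM, preincubated 15 min RT with compound. Fluorescence increase from first to third read measured activity.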
Pol kappa inh: blocks human DNA polymerase kappa activity | Potency, µM (series often up to 107 µM), without a hit: at the highest dose activity, negative = inhibition, usual class: inhibitors | Q9UBT6 | 0.53% of 400,000 active | purified Pol kappa, fluorescent DNA synthesis assay, 10 min; also: potency is read from the fitted curve at half-maximal effect; % is scaled to controls: 0 for no effect and ±100 for the full control effect
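Enzyme at 10 nM met test compounds for 15 min at room temperature. Substrate addition (50 nM final) began the reaction, which was monitored by fluorescence at 0 and 10 min.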
RGS4 inh: human RGS4 inhibition; Transcreener GDP fluorescence polarization, RGS4-accelerated GTP hydrolysis; 0.039% of 390,000 active; Potency, µM (series often up to 114 µM), for inactives: top-dose activity change, negative = inhibition, most hits filed as inhibitors; also: potency is read from the fitted curve at half-maximal effect; % is scaled to controls: 0 for no effect and ±100 for the full control effect; nearly all actives have a fitted effect of over 75% in size; some results filed as inactive show a strong effect at the top dose
Target sequence (P49798 whole entry, looked up): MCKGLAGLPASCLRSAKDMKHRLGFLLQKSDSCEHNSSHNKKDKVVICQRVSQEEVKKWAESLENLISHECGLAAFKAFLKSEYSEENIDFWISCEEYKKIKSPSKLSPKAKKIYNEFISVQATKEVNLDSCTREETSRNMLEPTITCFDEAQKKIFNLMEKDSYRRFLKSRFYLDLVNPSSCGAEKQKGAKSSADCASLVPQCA
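MLSMR compounds (23 nl, pin-transferred) preincubated 10 min at room temperature with a 500nM (2x) first reagent, then RGS4 at 900nM (2x) plus Transcreener GDP mix added; fluorescence polarization (620/688 nm) read before and after 90 min at 30 °C.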
LDHA block: inhibitors of human lactate dehydrogenase A; AID 1347041; 0.15% of 480,000 active; activity change, % (values are at about 110 or 230 µM); P00338; purified LDHA, NADH/diaphorase-resazurin fluorescence; stronger effect = lower value; in the data active = activity change below about -30%; inconclusive = mostly about -25% to -30%;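 also: plate controls were DMSO wells for no effect and wells without enzyme for full effect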
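Enzyme activity of human lactate dehydrogenase 5 (2 nM; 0.06 mM NADH, 0.2 mM pyruvate, 5 min, RT) is measured via a resazurin/diaphorase fluorescence readout of residual NADH.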
Apoferritin bind: candidate novel general anesthetic via apoferritin binding. P02791. apoferritin/1-aminoanthracene competitive binding, fluorescence. Potency, µM (highest dose often 77.5 µM), for inactives: at the top dose activity change, negative = displacement, hits mostly inhibitors. 0.074% of 350,000 active. AID 485281; also: potency is read from the fitted curve at half-maximal effect; % is scaled to controls: 0 for no effect and ±100 for the full control effect; nearly all actives have a fitted effect of over 20% in size
Target sequence (P02791 2-175 limits assumed): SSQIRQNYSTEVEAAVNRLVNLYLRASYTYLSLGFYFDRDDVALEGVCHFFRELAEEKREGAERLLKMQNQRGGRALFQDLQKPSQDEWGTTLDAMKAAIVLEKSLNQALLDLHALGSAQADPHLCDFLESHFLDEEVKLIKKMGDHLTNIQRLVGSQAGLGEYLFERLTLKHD
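Apoferritin-based anesthetic binding model; compound displacement of fluorescent 1-AMA measured as endpoint fluorescence after 10 minutes at room temperature, scaled to free-ligand and complex controls.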
ERG-DNA inh: ERG Ets/DNA interaction inhibition; AID 624246; 0.028% of 370,000 active; Potency, µM (top dose mostly 76.9 µM), for inactives: top-dose FP activity, negative = inhibition, usual class: inhibitors; fluorescence polarization, His-ERG Ets domain / labelled DNA; P11308; active = well fitted inhibition curve with a large enough effect in the polarisation, with a control signal flat; inconclusive = small, poorly fitted or top-dose-only effect, or effect the other way, or a change in a side signal; inactive = no such curve, though single readings can be large or run the other way; the % refers to the polarisation;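 also: polarization taken with two DNA probes labelled with fluorescein and Texas red; potency is read from the fitted curve at half-maximal effect; % of control where 0% means no effect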
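His-tagged ERG Ets domain (1 uM in the protein solution; 300mM KCl, 50mM Tris-HCl, 1mM EDTA, 1mM DTT, pH 7.5) received compound, then a probe mix of 5 nM fluorescein-DNA and 100nM Texas-615-DNA. Fluorescence polarization was read for both dyes.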
ALOX12 inh: inhibitors of human 12S-lipoxygenase ALOX12; P18054; 1.1% of 580,000 active; purified 12hLO, xylenol orange hydroperoxide absorbance; Potency, µM (series often up to 108 µM), without a hit: at the top dose activity change, negative = inhibition, hits mostly inhibitors; also: potency is read from the fitted curve at half-maximal effect; % is scaled to controls: 0 for no effect and ±100 for the full control effect
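Purified human 12hLO at 150 nM in 25 mM Hepes, 0.01% Triton X-100, pH 7.0, preincubated 15 min at room temperature with compound. Reaction started with 40 uM arachidonic acid, 30 min at room temperature. Hydroperoxide measured by Fe-xylenol orange, 573/405 nm absorbance ratio.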
* marks the source's active call; other numbers are inactive results; u = inconclusive; x = not tested or not shown; & = joins results of further samples; [ ] = another dose, or the depositor's remark. Unless noted, calls follow the shape of the dose curve; as a rule, active = well fitted curve in the direction sought with a large enough effect; inconclusive = small, poorly fitted or top-dose-only effect, or another doubt; inactive = no such curve, though single readings can be large; an effect the other way counts as inactive or inconclusive.

SMILES	POLB inh	POLH inh	APEX1 inh	Pol kappa inh	RGS4 inh	LDHA block	Apoferritin bind	ERG-DNA inh	ALOX12 inh
O=C(CSc1ccc2c(c1)OCCO2)Nc1ncccc1O	x	-16%	-12%	-20%	-22%	8	x	-10%	-6%
O=C(O)C(=Cc1cccc([N+](=O)[O-])c1)c1ccc(Cl)cc1	x	3%	x	-14%	-4%	-11	x	-7%	-20%
Cn1nnc2c(N3CCN(c4cccc(C(F)(F)F)c4)CC3)ncnc21	-10%	1%	x	-5%[60.1 µM]	4%	2	15%	7%	-28%
CC(=O)NCCOc1ccc2oc3ccccc3c2c1	3%	-19%	-1%	-3%	-27%	-4	-9%	-8%	33%[activator]
CCCn1c(CCCNC(=O)c2ccccc2OC)nc2ccccc21	20%	-5%	x	-8%	41%	-7	0%	-17%	-9%
O=C(OCCC12CC3CC(CC(C3)C1)C2)c1ccc(NCc2cc(O)ccc2O)cc1	x	u	x	79µM*	-47%	21	x	x	5.6µM*
Cc1ccc(OCCC(=O)Nc2ccc(C)c(S(=O)(=O)N3CCOCC3)c2)cc1	x	-24%	-15%	-1%	-3%	1	x	-3%	12%
Cc1cccc(CCNC(=O)c2cc3c(=O)n(C)c4ccccc4c3n2C)c1	14%	-20%	x	5%	0%	-2	-11%	-6%	0%
CC(C)NC(=O)NC(=O)COC(=O)c1cccc(S(=O)(=O)N2CCCCC2)c1	11%	-11%	8%	-13%	-10%	-7	-2%	x	-16%
COC(=O)CN1C(=O)C(O)=C(C(C)=O)C1c1ccc([N+](=O)[O-])cc1 (centres undefined)	21%	-6%	14%	-20%	1%	3	-9%	4%	-13%
Cc1nn(C)c(Oc2ccccc2)c1CCNC(=O)CC(C)C	-4%	-13%	5%	-2%	-37%	-4	-5%	-7%	-16%
COc1ccc(NCc2nnc3n2CCCCC3)c(OC)c1	44%[activator]	-5%	x	-9%[60.1 µM]	15%	6	-10%	12%	-14%
O=C(COC(=O)[C@H](Cc1c[nH]c2ccccc12)NC(=O)c1ccc(Cl)cc1)Nc1ccc2c(c1)OCO2	u	-6%	-6%	-7%	-2%	-1	-2%	-3%	0%
O=C(Nc1csc(Cc2c(Cl)cccc2Cl)n1)NN1CCOCC1	-4%	12%	-5%	-11%	24%[56.9 µM]	-2	-8%	4%	x
CCn1c(=O)sc2cc(NS(=O)(=O)c3ccc(C)cc3)ccc21	-4%	u	x	0%	11%	-9	-19%	1%	u
O=C(NCc1cccc(Cl)c1)c1ccc(-c2csnn2)cc1	27%	-6%	12%	-10%	7%	-3	4%	-2%	1%
CC(C)(C)c1cc(C(F)(F)F)n2ncc(-c3ccccc3)c2n1	3%	-11%	u	1%	-50%	-1	-16%	0%	u
CCOc1ccccc1C(=O)N(C)Cc1cc2ccccc2[nH]c1=O	16%	-9%	12%	-6%	-30%	-5	-11%	-4%	0%
COc1ccc(NC2c3ncccc3C(=O)N2Cc2ccccc2)c(OC)c1 (centres undefined)	12%	1%	3%	-15%	12%	7	-5%	-1%	u
O=C(COC(=O)c1cc(-c2ccccc2)nc2ccccc12)NC1CC1	x	0%	15%	-6%	10%	-4&-2	x	-2%	u
Cc1nc(SCC(=O)N(C)C2CCS(=O)(=O)C2)c(C#N)c(C)c1C (centres undefined)	x	-11%	15%	-9%	19%	-7	x	-3%	165%[activator]
COC(=O)c1ccc(OC)c(CN2CCCN(Cc3ccc(C)cc3)S2(=O)=O)c1	16%	-18%	x	-11%	36%	-10	108%[activator]	2%	u
Nc1cccc2c1C(=O)N(C(=O)/C=C/c1ccc(F)cc1)C2=O	-6%	u	-4%	-18%	u	-5	8%	10%	-18%
C=CCn1c(O)c(N=Nc2ccccc2C)c2ccccc21	0%	-16%	3%	0%	u	21	-22%	-11%	u
Cc1ccc(S(=O)(=O)CC(=O)Nc2ccc3nc(C)sc3c2)cc1	-18%	-17%	58%[activator]	1%	9%	-1	-11%	-15%	-1%
O=C(CNS(=O)(=O)c1ccc(Cl)cc1)N1CCN(c2ccc(F)cc2)CC1	x	u	-2%	2%	-8%	-2	x	6%	-13%
CN1c2ccccc2Oc2nnc(N3CCN(Cc4ccccc4)CC3)cc21	-12%	-7%	-2%	4%	-5%	4	81%[activator]	-11%	-14%
OCCN(CCO)c1ccc(C(c2ccccc2Cl)c2ccc(N(CCO)CCO)cc2Cl)c(Cl)c1	6%[57.1 µM]	-20%	-4%	-13%	-24%	3	-15%	4%	x
CS(=O)(=O)N(Cc1ccccc1Cl)c1ccc(C(=O)N2CCCC2)cc1	15%	-1%	19%	-14%	-5%	-3	-15%	-6%	u
O=C(c1ccc(Cl)cc1)N1CCOc2ccccc21	u	-1%	-8%	-5%	30%	-6	3%	2%	0%
CCn1c(/C(C#N)=C/c2ccccc2Cl)nc2ccccc21	-28%	-4%	x	-3%[60.1 µM]	-8%	-4	0%	2%	-22%
Cc1ccc(-c2noc(CCC(=O)Nc3cccc(C#N)c3)n2)cc1	-4%	-9%	-5%	-3%	1%	1	u	-13%	-24%
COC(=O)C1=C(COc2ccccc2)NC(=O)NC1c1ccc2ccccc2c1 (centres undefined)	x	-10%	x	7%	-19%	2	x	0%	-4%
Cc1ccc(-c2csc(NC(=O)CCNC(=O)c3ccc(Cl)cc3)n2)cc1	u	-2%	-2%	5%	10%	2	-9%	11%	-2%
COCCn1c(=NC(=O)c2sc3ccccc3c2Cl)sc2cc(S(N)(=O)=O)ccc21	u	4%	-4%	0%	-31%	-10	2%	-4%	-1%
COc1cc2c(cc1OC)CN(Cc1ccc(F)cc1)CC2	1%	3%	18%	0%	-11%	-17	7%	41%[activator]	u
O=C1Nc2ccccc2N(O)N1c1ccc(S(=O)(=O)Nc2ccccn2)cc1	0%	-7%	3%	-12%	12%[56.9 µM]	-3	-4%	0%	2%
O=C(NN=C1CCC(c2ccccc2)CC1)c1ccccc1-n1cccc1 (centres undefined)	-1%	-19%	4%	-1%	8%	-3	-7%	-3%	17%
O=C(Cn1ccc2cc(S(=O)(=O)N3CCCCCC3)ccc21)NCc1cccc(Cl)c1	-19%	-22%	x	-7%[60.1 µM]	0%	3	70%[activator]	-12%	-19%
Cc1cc2cc(CNC(=O)C3CCCC3)ccc2n1C	-7%	-13%	2%	-4%	-3%	3	-13%	u	u
CCCOCC1CC(CCc2nc(=S)[nH][nH]2)C(=O)O1 (centres undefined)	13%	-11%	2%	7%	-23%	-2	-11%	8%	u
Cc1onc(-c2ccccc2)c1C(=O)NCC1COc2ccccc2O1 (centres undefined)	-17%	-8%	1%	-1%	31%	4	-11%	-2%	0%
COc1cccc(COC(=O)c2cc(=O)[nH]c3ccc(S(=O)(=O)N4CCOCC4)cc23)c1OC	x	-6%	27%	-12%	-15%	-1	x	-7%	-20%
Cc1ccc(/C=C2\SC(=S)N(/N=C/c3cc([N+](=O)[O-])ccc3O)C2=O)o1	8.9µM*	10µM*	u	20µM*	u	3	u	-3%	x
CCOC(=O)C1(Cc2ccccc2C)CCCN(C(=O)c2ccccn2)C1 (centres undefined)	-17%	-16%	1%	-1%	16%	0	-14%	0%	41%

Some of these compounds in order of their number in ERG-DNA inh, highest first:
structure	ERG-DNA inh
OCCN(CCO)c1ccc(C(c2ccccc2Cl)c2ccc(N(CCO)CCO)cc2Cl)c(Cl)c1	4%
COC(=O)c1ccc(OC)c(CN2CCCN(Cc3ccc(C)cc3)S2(=O)=O)c1	2%
Cc1ccc(OCCC(=O)Nc2ccc(C)c(S(=O)(=O)N3CCOCC3)c2)cc1	-3%

The list goes on.
SMILES	POLB inh	POLH inh	APEX1 inh	Pol kappa inh	RGS4 inh	LDHA block	Apoferritin bind	ERG-DNA inh	ALOX12 inh
COc1ccccc1CC(=O)Nc1sc2c(c1C(N)=O)CCCC2	1%	15%	15%	-31%	-17%	0	7%	19%	u
COc1ccccc1N1CCN(c2ncc(C(=O)N3CCN(c4cccc(Cl)c4)CC3)c3ccccc23)CC1	u	-6%	0%	-6%	16%	-3	-7%	3%	8%
COc1ccc(CCn2c(O)cc3nn(-c4nc5ccccc5s4)c(=O)c-3c2C)cc1	1.8µM*	50µM*	32µM*	22µM*	u	10	-1%	-1%	u
Cc1cccc(NC(=S)N2CCN(C(=O)C3CCCO3)CC2)c1 (centres undefined)	-24%	-14%	0%	-6%	-15%	-7	-1%	1%	-23%
Clc1ccc(CSc2nnc(Cn3cnc4ccccc43)o2)cc1	4%	-12%	0%	2%	-33%	3	-12%	7%	0%
Cc1ccc(NC(=O)CSc2nnc(NC(=O)C3CC3)s2)cc1	14%	-11%	-7%	-1%	13%	-6	-1%	-3%	4%
CC(C)CC(=O)N1CCN(Cc2cccc(F)c2)CC1	7%	-8%	0%	-13%	10%	-18	-4%	1%	u
CCCOc1ccc(Cc2c(COCC)[nH]c(=S)[nH]c2=O)cc1	4%	-19%	2%	4%	u	0	-18%	2%	u
CN1C(=O)CC2(C=CC(=O)C=C2OC(=O)c2ccccc2)c2ccccc21 (centres undefined)	x	x	-8%	-8%	-1%	x	-13%	x	x
Cc1cc(C(=O)NN)c(C)o1	1%	-5%	-4%	-10%	6%	-12	-8%	7%	6%
CCOc1ccccc1/C=C(\C(=O)O)c1ccc(S(=O)(=O)N2CCCCC2)s1	x	u	38%	-1%	-15%	3	x	-5%	208%[activator]
CCCCNc1nc2ccccc2nc1NS(=O)(=O)c1cccs1	43%	0%	14%	-7%	-7%	-4	-18%	2%	u

Screens deposited in PubChem by National Center for Advancing Translational Sciences (NCATS).

This is a subset. The share of hits here may be higher or lower than overall.
